High-throughput results as filed in PubChem.
BioA inh: blocks M. tuberculosis BioA enzyme activity. AID 602481. inhibition, % at 9.99 µM. purified M. tuberculosis BioA enzyme, plate reader. 360,000 tested, 0.096% active; in the data active means inhibition above about 40%; inconclusive means no clear call, values can overlap the other calls
BoNT F protease: inhibitors of Botulinum neurotoxin F light chain protease; Multiplex microsphere protease cleavage assay, flow cytometry; AID 588497; inhibition, % at 10 µM; 360,000 tested, 0.22% active; in the data active means inhibition above about 35%, passing the limit was not always enough; inconclusive means no clear call, values can overlap the other calls; further: plate controls were buffer without enzyme for full effect and enzyme alone for no effect
FadD28 FP inh: inhibitors of Mycobacterium tuberculosis FadD28 bisubstrate binding; FadD28 bisubstrate probe binding, fluorescence polarization; inhibition, % at 12.5 µM; 360,000 tested, 0.22% active; AID 588549; in the data active means inhibition above about 8.5%, passing the limit was not always enough; inconclusive means no clear call, values can overlap the other calls
DUSP3 inh: blocks human VHR1 dual specificity phosphatase; P51452; inhibition, % at 13.3 µM; AID 1654; 290,000 tested, 0.52% active; recombinant VHR phosphatase, pNPP absorbance; in the data active means inhibition above about 50%; further: some compounds called inactive have numbers as strong as hits
Target sequence (P51452 whole entry, looked up): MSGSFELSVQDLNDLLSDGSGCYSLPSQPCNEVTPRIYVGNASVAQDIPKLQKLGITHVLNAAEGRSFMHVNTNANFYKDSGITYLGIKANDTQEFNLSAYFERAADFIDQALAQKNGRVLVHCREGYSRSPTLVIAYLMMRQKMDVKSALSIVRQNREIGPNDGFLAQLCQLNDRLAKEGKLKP
MazEF act: activators of E. coli MazEF toxin-antitoxin RNase; P0AE70; FAM/BHQ RNA-DNA oligo cleavage fluorescence, 5 h; activation, % at 20 µM; 350,000 tested, 0.32% active; AID 504720; in the data active means activation above about 50%
Target sequence (P0AE70 whole entry, looked up): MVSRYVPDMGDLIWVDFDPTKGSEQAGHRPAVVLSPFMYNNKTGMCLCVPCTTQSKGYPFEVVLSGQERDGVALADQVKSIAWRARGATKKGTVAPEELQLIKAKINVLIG
CCHFV vOTU inh: CCHFV vOTU protease inhibition; Pep-AMC fluorescence; inhibition, % at 11.5 µM; 370,000 tested, 0.55% active; further: 0% = vehicle wells with enzyme and 100% = no enzyme wells
Mtb UGM inh: inhibitors of M. tuberculosis UDP-galactopyranose mutase; P9WIQ1; purified UGM, fluorescence polarization probe displacement; inhibition, % at 10 µM; 320,000 tested, 0.06% active; AID 504406; in the data active means inhibition above about 10%, passing the limit was not always enough; inconclusive means no clear call, values can overlap the other calls
GDH-TPI inh: inhibits GDH-TPI coupling enzymes, artifact for Mtb FBA screen; GDH-TPI coupled enzyme counterscreen, NADH absorbance; inhibition, % at 4.8 µM; 360,000 tested, 1.2% active;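 further: 0% = DMSO wells and 100% = wells lacking the enzyme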
FBA Mtb inh: Mtb fructose-bisphosphate aldolase inhibition | P9WQA3 | purified M. tuberculosis FBA, fluorescence read-out | inhibition, % at 1 µM | 360,000 tested, 2.3% active; in the data active means inhibition above about 27%;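 further: 0% = vehicle and 100% = reference inhibitor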
Target sequence (P9WQA3 whole entry, looked up): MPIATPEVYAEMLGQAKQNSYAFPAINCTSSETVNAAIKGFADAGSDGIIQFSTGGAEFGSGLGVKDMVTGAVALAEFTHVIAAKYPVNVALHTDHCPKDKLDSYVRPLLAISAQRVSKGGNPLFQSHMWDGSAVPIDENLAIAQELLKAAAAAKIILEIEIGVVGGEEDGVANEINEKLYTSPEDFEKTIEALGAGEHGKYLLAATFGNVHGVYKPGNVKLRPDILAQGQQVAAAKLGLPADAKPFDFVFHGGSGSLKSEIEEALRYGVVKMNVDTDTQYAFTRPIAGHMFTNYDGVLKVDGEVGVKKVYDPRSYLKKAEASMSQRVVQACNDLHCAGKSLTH
Rv3671c inh: Rv3671c (M. tuberculosis) protease inhibition; P9WHR9; inhibition, % at 5.96 µM; 320,000 tested, 0.048% active; AID 2606; in the data active means inhibition above about 38%;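 further: extracellular domain of Rv3671c used as enzyme; 0% = enzyme with DMSO and 100% = no enzyme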
Target sequence (P9WHR9 whole entry, looked up, the tested form may be a part): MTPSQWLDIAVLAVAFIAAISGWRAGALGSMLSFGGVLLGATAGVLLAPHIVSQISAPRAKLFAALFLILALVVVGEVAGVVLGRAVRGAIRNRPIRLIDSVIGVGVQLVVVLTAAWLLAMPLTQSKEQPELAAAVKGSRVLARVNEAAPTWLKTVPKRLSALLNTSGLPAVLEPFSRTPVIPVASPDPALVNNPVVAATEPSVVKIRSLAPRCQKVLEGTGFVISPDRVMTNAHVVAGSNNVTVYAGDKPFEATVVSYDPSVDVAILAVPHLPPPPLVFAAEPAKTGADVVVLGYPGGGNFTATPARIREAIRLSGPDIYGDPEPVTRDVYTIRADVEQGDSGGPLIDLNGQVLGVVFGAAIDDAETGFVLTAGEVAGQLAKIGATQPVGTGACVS
* hit, by the source's call; u = inconclusive; x = no result given. Unless noted, no stated cut-off is given here; in the data, active means inhibition above about 30%; inactive means the rest.

SMILES	BioA inh	BoNT F protease	FadD28 FP inh	DUSP3 inh	MazEF act	CCHFV vOTU inh	Mtb UGM inh	GDH-TPI inh	FBA Mtb inh	Rv3671c inh
COc1ccccc1C(=O)NC(CCSC)C(=O)NNC(=O)C(C)Oc1ccccc1F (stereo not given)	0.9	x	-3.7	x	4	1	-2.4	-1	-1	-4
COCCCNC(=O)C[C@H]1C[C@H](C(=O)N2CCOCC2)[C@@]2(CCC3CCCC3)c3[nH]c4cc(-c5ccco5)ccc4c3CCN2C1=O	-1.8	-2	-1.6	x	6	-4	x	2	18	x
O=S(=O)(CC12C3C4C5C1C2C(Br)(C43)C51OCCO1)c1ccccc1 (stereo not given)	0.2	-10	-2.7	-4	7	-2	-1.9	1	1	1
Cc1cc(NC(=O)COC(=O)c2cc(S(=O)(=O)N(C)C)ccc2Cl)no1	-1.4	13	-2.6	x	2	15	1.1	-2	0	-11
CCN1CCN(C(=O)c2c(-c3ccccc3)noc2C)CC1	x	-8	x	0	10	0	2.1	1	1	4
O=C(Nc1cccc(C(F)(F)F)c1)c1ccc(-c2ccc(F)c(F)c2)c2ccoc12	-0.9	-4	-1.1	x	x	3	x	9	2	x
COC(=O)CC1C(=O)NCCN1C(=O)CSc1nnnn1-c1ccc(OC)cc1 (stereo not given)	x	-1	-1.5	-4	4	-3	-3.2	13	4	10
O=C(Nc1ccc(OC(F)F)c(Cl)c1)C(c1ccccc1)c1ccccc1	x	0	-1.3	24	-11	0	-1.1	11	-2	-102
O=C(NCC(c1cccs1)N1CCOCC1)c1ccccc1NS(=O)(=O)c1ccc(Cl)c([N+](=O)[O-])c1 (stereo not given)	x	-5	-0.3	30	3	3	0.2	5	4	3
Cn1c(C(=O)N2CCN(c3ccc(F)cc3)CC2)cc2ccccc21	1.3	-6	-2.3	9	0	0	5.8	-5	-1	-4
O=C(/C=C/c1ccccc1)OCC(=O)N1CCCC1	-0.9	-9	0.0	x	0	3	0.1	0	1	6
C=CCC1(CC=C)CCCN1C(=O)CC1C(=O)NCCN1Cc1cccc(OC)c1OC (stereo not given)	x	-3	-3.7	30	1	11	0.4	5	-3	3
Cc1ccc(Nc2ccc(C(N)=O)cc2[N+](=O)[O-])cc1C	x	-10	-1.2	4	2	5	2.4	14	-7	4
CN(C)Cc1c[nH]c2ccc([N+](=O)[O-])cc12	1.5	7	-5.1	x	4	10	x	19	-3	x
C=C1CC(C(=O)N/N=C/c2ccc(O)cc2)C1	x	8	1.2	-8	5	-17	2.4	4	4	-7
CCOC(=O)Cc1csc(/N=C/c2c(O)n(-c3ccc(C)cc3C)c(=O)c3ccccc23)n1	-0.2	-6	0.5	-3	-10	-9	-0.5	14	53*	-5
Cc1onc(-c2ccccc2)c1C(=O)NC(=S)NNC(=O)c1ccco1	0.3	-11	-2.9	-6	4	4	3.4	16	-2	-2
CC(Sc1nnc(NC(=O)c2cc3ccccc3oc2=O)s1)c1ccccc1 (stereo not given)	2.2	-11	-0.4	15	0	-3	-0.9	11	0	5
CCc1ccccc1OCCCN1CCCC1	0.0	1	-1.3	20	10	10	2.1	8	3	6
CSc1cccc(CN2CCC(CCC(=O)NC3CC3)CC2)c1	-1.4	u	u	51*	-23	-8	6.0	13	-1	-4
CCOC(=O)C1CCN(c2nc(-c3ccc(C)cc3)nc3ccccc23)CC1	x	-33	-3.8	14	0	6	0.0	-3	-2	1
O=C(NC(=S)N1C[C@H]2C[C@H](C1)c1cccc(=O)n1C2)c1ccc(Cl)cc1	-1.0	-5	-1.6	5	6	-5	0.2	3	1	-2
COc1cccc(-c2c(NC(=O)c3ccco3)n(-c3ccc(C)cc3)nc(C)c2=O)c1	-1.3	-3	-1.5	26	-2	-1	-0.6	-1	0	2
Nn1c(SCc2cc([N+](=O)[O-])cc3c2OCOC3)nnc1-c1ccccn1	x	4	-3.4	13	5	-3	0.8	19	3	6
COc1ccc(C2C(C(=O)N3CCC4(CC3)OCCO4)c3cc(OC)c(OC)cc3C(=O)N2C)cc1 (stereo not given)	-1.0	6	-0.1	-4	-2	-10	-0.8	2	4	2
Other records:
SMILES	BioA inh	BoNT F protease	FadD28 FP inh	DUSP3 inh	MazEF act	CCHFV vOTU inh	Mtb UGM inh	GDH-TPI inh	FBA Mtb inh	Rv3671c inh
CCOC(=O)C(NC(=O)CC)(Nc1ccc(S(=O)(=O)Nc2onc(C)c2C)cc1)C(F)(F)F (stereo not given)	-0.1	3	-3.9	13	3	5	-0.6	-4	0	0
O=C(NNS(=O)(=O)c1ccccc1)c1ccncc1	-0.8	4	-2.5	11	-6	-14	-1.1	-13	-1	2
CCOc1cc(C(=O)Nc2ccc3c4c(cccc24)C(=O)N3CC)cc(OCC)c1OCC	-1.1	-5	-1.4	19	-15	2	2.9	2	1	-7
O=C(COC(=O)c1cncc(Br)c1)NCC12CC3CC(CC(C3)C1)C2	2.1	26	-0.6	x	-19	7	x	3	5	x
O=C(NCCCN1CCCC1=O)c1cccc(S(=O)(=O)Nc2ccccc2Cl)c1	1.2	-3	-0.7	x	0	-4	2.7	1	-1	-6
NC(=O)Cc1ccc(C(=O)c2ccc(Cl)cc2)s1	1.2	2	-1.7	2	4	6	1.1	1	-1	3
CCCCN(C)CCCNC(=O)c1cn(CC)c2ccc(S(=O)(=O)N3CCOCC3)cc2c1=O	0.8	0	-0.4	-4	14	8	1.0	16	-1	2
Cc1ccc(NC(=O)CN(C)Cc2nc3ccccc3c(=O)[nH]2)c(Br)c1	x	-6	-1.0	10	7	3	1.8	6	3	2
CNc1nc2[nH]c(=O)c3c(c2s1)OC(N)=C(C#N)C3c1cccc(F)c1 (stereo not given)	x	0	0.9	8	-148	5	-0.5	14	1	-2
Cc1cc(C)n(CC(=O)N2N=C(C(F)F)CC2(O)C(F)F)n1 (stereo not given)	x	-4	-0.6	5	-4	-4	1.1	-1	-2	6
CNC(=O)c1ncoc1-c1ccc(Cl)cc1	x	1	-0.8	10	-4	-8	2.6	-4	-1	4
O=C(O)CC1C(=O)NCCN1Cc1ccc(F)c(F)c1 (stereo not given)	1.6	-2	0.2	-8	5	9	0.1	-11	1	-4
O=C(Nc1ccc(S(=O)(=O)Nc2ccccc2)cc1)C1CC1	-1.3	-7	-0.1	16	7	-1	2.0	0	3	x
N=C1C(=O)OCC1c1ccccc1NC(=O)Nc1ccccc1 (stereo not given)	x	0	0.2	15	4	-7	0.1	4	0	3
CN1CCc2c(sc3c2C(=O)NC(c2ccc4c(c2)OCO4)N3)C1 (stereo not given)	0.2	-9	-1.1	-1	-4	11	2.2	21	7	-6
CCN(Cc1ccccc1)S(=O)(=O)c1ccc(C(=O)Nc2nnc(C)o2)cc1	-1.8	-3	-5.3	-2	-2	24	-0.1	4	1	-4
CCC1(CC)C(=N)N(C)C(=O)NC1=O	0.5	-8	-3.6	14	-1	0	-0.2	0	2	4
O=C(NC(=S)Nc1ccc(Cl)c(C(=O)O)c1)c1cncc(Br)c1	2.0	-18	1.1	20	4	-3	-0.9	5	0	4
COc1ccc(CNC(=O)CCNS(=O)(=O)c2ccc(Cl)cc2)cc1	0.5	0	-3.6	-12	3	-4	-0.5	-1	-2	-8
CN(Cc1ccccc1)C(=O)COC(=O)c1ccc(-n2cnnn2)cc1	4.1	-5	0.3	x	3	-11	x	8	0	x
COc1ccc(CNC(=O)c2ccc3nc(C)c(N(C)Cc4ccc(NC(C)=O)cc4)n3c2)cc1	0.4	-3	-1.1	x	x	-5	x	10	0	x
C/C=C/c1ccc(OCCCNC)c(OC)c1	-0.2	-2	-1.9	18	12	-2	3.4	-11	-1	7
COc1cccc(/C=N/NC(=O)c2cc(-c3cccn3C)n[nH]2)c1O	x	-14	-0.7	-5	-3	7	0.1	18	0	8
COc1cc(/C=N/NC(=O)Nc2ccccc2)ccc1OCCOc1ccccc1C	0.8	12	-3.3	-4	31	-11	-0.6	19	-2	2
O=C(Cn1ncc(Cl)c(Cl)c1=O)c1ccc(Cl)cc1	x	-6	-3.2	9	-13	8	1.5	-9	-2	-5

Part of the list above in order of length of the SMILES, rising:
SMILES	BioA inh	BoNT F protease	FadD28 FP inh	DUSP3 inh	MazEF act	CCHFV vOTU inh	Mtb UGM inh	GDH-TPI inh	FBA Mtb inh	Rv3671c inh
Cc1cc(C)n(CC(=O)N2N=C(C(F)F)CC2(O)C(F)F)n1 (stereo not given)	x	-4	-0.6	5	-4	-4	1.1	-1	-2	6
COc1cccc(/C=N/NC(=O)c2cc(-c3cccn3C)n[nH]2)c1O	x	-14	-0.7	-5	-3	7	0.1	18	0	8
O=C(COC(=O)c1cncc(Br)c1)NCC12CC3CC(CC(C3)C1)C2	2.1	26	-0.6	x	-19	7	x	3	5	x
CCOC(=O)C(NC(=O)CC)(Nc1ccc(S(=O)(=O)Nc2onc(C)c2C)cc1)C(F)(F)F (stereo not given)	-0.1	3	-3.9	13	3	5	-0.6	-4	0	0

Remaining list, next part:
SMILES	BioA inh	BoNT F protease	FadD28 FP inh	DUSP3 inh	MazEF act	CCHFV vOTU inh	Mtb UGM inh	GDH-TPI inh	FBA Mtb inh	Rv3671c inh
CC12CS(=O)(=O)CC1SC(=S)N2c1ccccn1 (stereo not given)	-0.5	18	1.5	30	0	4	0.9	1	5	-3
COc1ccc(-c2nc3ccccc3c(=O)n2-c2c(C)n(C)n(-c3ccccc3)c2=O)cc1	-0.9	u	-0.6	4	8	-2	0.3	3	1	3
O=C(Nc1ccccc1)c1cc([N+](=O)[O-])ccc1Cl	-0.4	-4	-4.6	-20	8	1	2.2	2	-2	-1
C=CCC(c1ccccc1)N(C(C)=O)c1ccco1 (stereo not given)	-0.5	-3	-2.5	-13	-4	1	1.2	-4	-6	1
O=C(CSc1nccn(-c2ccc(F)c(Cl)c2)c1=O)NC1CCCC1	x	-6	-0.9	x	-2	-3	x	11	1	6
Cc1ccc(NC(=O)C(Cc2ccccc2)n2cccc2)cc1 (stereo not given)	x	-7	-1.3	12	5	2	0.7	1	-2	-6
CCC(=O)c1ccc(OCC(=O)N2CCN(c3ccccn3)CC2)cc1	17	5	0.2	36	-3	-6	0.8	-7	5	6
Cc1ccccc1-n1c(SCc2c(C)noc2C)nnc1-c1ccncc1	3.7	12	0.0	-5	2	-10	1.4	12	2	-6
Cc1cc(/C=N/n2cnnc2)c(C)n1-c1cc(Cl)ccc1Cl	4.6	-11	-4.7	-12	5	2	-1.8	11	1	1
COc1ccc(N(CC(=O)NN=C2CCN(C)CC2)S(=O)(=O)c2ccccc2)c(OC)c1	x	-18	-3.6	10	6	-11	3.1	-1	-1	-10
O=C1C=C(c2cccc3c2oc2ccccc23)C[C@@H](c2ccc(F)cc2)C1	0.2	0	-0.6	x	-5	-7	0.8	21	2	-18
CSc1ccc(CN(C)C(=O)c2cccc(S(=O)(=O)NCc3ccccc3)c2)cc1	-0.1	0	-4.6	-2	-5	2	-1.4	2	0	3
COc1ccc(CN2C(=O)/C(=C/c3ccncc3)SC2=S)cc1	x	-2	-1.7	-12	-6	-9	-0.9	9	0	-14
COc1ccc(N)cc1-n1cnnn1	x	-7	-0.6	2	6	2	-1.5	-7	-2	-4
O=C(NN1CCOCC1)c1ccco1	-0.2	-6	-1.4	x	-3	12	2.6	5	-2	-2
O=C(Nc1ccc(F)c(Cl)c1)c1cc(C2CCCN(C(=O)C3CC3)C2)on1 (stereo not given)	2.9	-4	-3.9	x	x	-5	x	4	-3	x
Cc1ccccc1S(=O)(=O)Cc1ccc(C(=O)NC(C)c2ccc3c(c2)OCCO3)o1 (stereo not given)	-0.6	-6	-0.3	21	2	-2	-3.3	5	-1	10
CCCCCC(=O)Nc1ccc(S(=O)(=O)Nc2cc(OC)nc(OC)n2)cc1	-1.2	39*	x	2	-2	9	0.3	7	8	x
Cc1cc(C)n(C(=O)CN2C(=O)c3ccccc3C2=O)n1	-1.8	-2	-2.8	-2	-1	-9	-0.7	3	1	2
COc1ccc(/C=C2\SC(=O)N(CCCC(=O)Nc3cc(Cl)ccc3C(=O)O)C2=O)cc1	x	-8	-6.7	x	0	-8	1.1	15	1	-12
